Screens: PubChem BioAssay, several laboratories
MDM2 E3 inh – inhibitors of human Mdm2 E3 ubiquitin ligase. cell-based MDM2 ubiquitination luciferase reporter, 2 h; 0 = plate control, 100 = twice control, blank-subtracted. signal enhancement, % at 5 µM. 210,000 tested, 0.11% active. AID 1230;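 active = signal enhancement of 30% or more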;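 also: luminescence tracks abundance of the self-degrading MDM2-luciferase fusion protein; higher signal means inhibition of MDM2 E3 ligase activity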
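Timing – 2 h compound exposure at 37 °C · Assay system – mammalian cells stably expressing self-ubiquitinating, self-degrading MDM2 E3–luciferase fusion · Amount – 2000 cells seeded into each well · Measure – % luminescence enhancement versus blank-corrected plate control mean · Measured by – SteadyLite luminescence, 15 min reagent step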
14-3-3 Bad inh – disrupts binding of bovine 14-3-3 zeta to phospho-Bad peptide. P63103. TR-FRET 14-3-3zeta/Dy647-pBad peptide displacement, 1 h. inhibition, % at 21.7 µM. 220,000 tested, 0.71% active. AID 781;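 active = inhibition above about 70%, limit read from the data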;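 also: 0% = full 14-3-3 plus peptide FRET controls and 100% = background without 14-3-3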
Rad51 HR inh – blocks human Rad51 in homologous recombination; inhibition, % at 10 µM; 200,000 tested, 0.085% active; Q06609; AID 1385; hRad51 DNA strand exchange, fluorescence dequenching;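 active = inhibition above 40% at the single screening dose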;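 also: 0% = DMSO control wells and 100% = blanks with heterologous ssDNA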
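Test system: preformed human Rad51 ssDNA filaments. Compound dosing: single dose, 10 µM final compound. Incubation: filaments 15 min 37 °C, then compound 30 min. Technique: FRET fluorescence dequenching, excitation 485 nm, emission 520 nm. Read-out basis: percent inhibition from fluorescence, normalised to plate control and blank means. Benchmarks: plate controls and plate blanks.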
FXIIa inh – inhibitors of human coagulation factor XIIa; P00748; purified FXIIa, Boc-QGR-AMC fluorogenic substrate, 2 h; inhibition, % at 5 µM; 220,000 tested, 0.3% active; AID 800; in the data active = inhibition above about 40%;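 also: 0% = enzyme with no compound and 100% = blank without enzyme; many of its hits are not listed in these tables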
Wee1 degr inh – human Wee1 degradation inhibition, primary screen | P30291 | HeLa Luc-Wee1K328M stability, luciferase luminescence; 100% = proteasome inhibitor MG132 effect | 220,000 tested, 1.2% active | AID 1321 | reporter increase, % at 5 µM;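 active = activation above the mean of all tested compounds plus 3 SD, set per screening run, cut at about 8.8% in these data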;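 also: cells exposed to compound for 20 h before luminescence read; 0% = DMSO alone and 100% = MG132 at 30 µM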
Target sequence (P30291 whole entry K328M): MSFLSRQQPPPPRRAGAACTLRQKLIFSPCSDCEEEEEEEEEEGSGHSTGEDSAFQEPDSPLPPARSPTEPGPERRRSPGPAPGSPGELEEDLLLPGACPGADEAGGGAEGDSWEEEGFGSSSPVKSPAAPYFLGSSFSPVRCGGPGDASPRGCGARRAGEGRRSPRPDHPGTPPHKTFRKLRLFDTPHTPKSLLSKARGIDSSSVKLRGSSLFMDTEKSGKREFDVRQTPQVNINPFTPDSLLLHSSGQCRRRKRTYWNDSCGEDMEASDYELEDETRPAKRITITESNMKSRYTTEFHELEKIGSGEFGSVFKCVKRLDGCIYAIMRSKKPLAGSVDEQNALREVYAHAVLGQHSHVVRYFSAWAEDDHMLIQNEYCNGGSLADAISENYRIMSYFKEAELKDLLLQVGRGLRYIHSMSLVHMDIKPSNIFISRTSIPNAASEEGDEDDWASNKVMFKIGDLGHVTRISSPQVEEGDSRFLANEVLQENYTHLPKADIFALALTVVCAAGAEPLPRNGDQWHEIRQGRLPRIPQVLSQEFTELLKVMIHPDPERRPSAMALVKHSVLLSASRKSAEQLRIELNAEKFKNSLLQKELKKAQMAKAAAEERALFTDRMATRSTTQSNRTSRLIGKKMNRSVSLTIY
eIF4E-4G inh – inhibitors of eIF4E and eIF4G interaction in translation initiation. P63073+Q04637. TR-FRET eIF4E-eIF4GI(517-606) binding, 2 h. inhibition, % at 21.7 µM. 220,000 tested, 0.37% active. AID 782;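 active = inhibition above about 30%, limit read from the data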;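 also: 0% = full FRET control wells and 100% = background wells lacking eIF4GI fragment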
FXIa inh – inhibitors of human coagulation factor XIa | 220,000 tested, 0.14% active | AID 798 | inhibition, % at 5 µM | P03951 | purified FXIa, Boc-Glu-Ala-Arg-AMC fluorogenic substrate;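 active = inhibition of at least 40%; inactive = inhibition below 40%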;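 also: fluorescence of freed AMC excited at 355 nm; 0% = enzyme without compound and 100% = no enzyme blank; many of its hits are not listed in these tables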
p97 ATPase inh – inhibitors of human p97 ATPase; recombinant p97 ATPase, Kinase-Glo ATP luminescence, 3 h; 220,000 tested, 0.42% active; P55072; inhibition, % at 8 µM; in the data active = inhibition above about 15%;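 also: 0% = DMSO vehicle and 100% = wells lacking enzyme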
hK5 inh – kallikrein 5 (human) inhibition | Q9Y337 | recombinant hK5, fluorogenic AMC substrate cleavage | inhibition, % at 5 µM | 210,000 tested, 0.59% active | AID 873;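 active = inhibition of 40% or more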;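 also: 0% = enzyme controls without compound and 100% = no-enzyme blanks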
Target sequence (Q9Y337 67-293 limits assumed): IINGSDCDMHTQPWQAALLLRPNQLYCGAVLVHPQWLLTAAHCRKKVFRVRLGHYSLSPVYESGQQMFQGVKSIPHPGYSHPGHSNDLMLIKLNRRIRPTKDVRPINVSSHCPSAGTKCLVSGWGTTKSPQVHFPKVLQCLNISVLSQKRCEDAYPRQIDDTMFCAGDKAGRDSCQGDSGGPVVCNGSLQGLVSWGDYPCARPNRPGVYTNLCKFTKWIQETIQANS
* marks the source's active call; other numbers are inactive results; x = no result given; [ ] = remark or other dose.

[1] COc1ccccc1/C=C/C(=O)Nc1cccc(S(=O)(=O)NC2=NCCCCC2)c1
[2] C=CCOc1c(Br)cc(CNc2nccs2)cc1OC
[3] Cc1ccc(Cl)cc1N1CCN(CC(O)COCc2ccco2)CC1 (configuration not stated)
[4] CN(C(=O)c1cccc(C#N)c1)c1nnc(-c2ccccn2)s1
[5] Cc1c([N+](=O)[O-])c(C(=O)Sc2ccc(Br)cc2)nn1C
[6] COc1cccc(C(C(=O)NC2CCCC2)N(Cc2ccccc2OC)C(=O)c2ccco2)c1 (configuration not stated)
[7] O=c1c2c3c(sc2ncn1/N=C/c1ccco1)CCCC3
[8] COc1ccc(NC(=S)NCC2CCCO2)c(OC)c1 (configuration not stated)
compound no.	1	2	3	4	5	6	7	8
MDM2 E3 inh	0	15	-28	-10	-14	-2	3	-7
14-3-3 Bad inh	-1	1	15	-3	9	-5	2	0
Rad51 HR inh	-6	-1	-2	-4	11	-2	-7	1
FXIIa inh	4	3	3	10	3	6	25	12
Wee1 degr inh	0	-1	1	2	6	0	3	4
eIF4E-4G inh	1	-2	2	18	3	2[fluorescence artefact?]	5	2[fluorescence artefact?]
FXIa inh	-5	-3	4	4	-10	1	20	3
p97 ATPase inh	0	2	-9	0	-4	2	8	-2
hK5 inh	-5	-10	-6	5	26	-13	9	-1

[9] CCOC(=O)CN1N=C(/C=C/c2ccc(OC)cc2)CCC1=O
[10] Cc1ccc(CNC(=O)C2CN(S(C)(=O)=O)c3cc(Cl)ccc3O2)cc1 (configuration not stated)
[11] COc1cccc(C(=O)OCc2ccccc2C#N)c1O
[12] CCOc1ccc2nnnn2n1
[13] COc1cc2cc(CN(CCc3ccccc3C)C(=S)NCCCN(C)C)c(=O)[nH]c2cc1OC
[14] Cc1nonc1CC(=O)N1CCCC(C(=O)c2cccc(C(F)(F)F)c2)C1 (configuration not stated)
[15] CC(=O)c1ccc(Nc2cc(C)nc3ccccc23)cc1
[16] COc1ccc(C(c2c(C)[nH]n(C(N)=S)c2=O)C(C#N)C#N)cc1 (configuration not stated)
compound no.	9	10	11	12	13	14	15	16
MDM2 E3 inh	-11	-25	-8	-10	-17	-12	-19	-3
14-3-3 Bad inh	11[fluorescence artefact?]	-4	1	7	-25	4	-7	-19[fluorescence artefact?]
Rad51 HR inh	-2	7	4	3	3	x	x	-4
FXIIa inh	18	10	1	10	15	9	7	12
Wee1 degr inh	0	-2	-2	-3	-1	-2	6	0
eIF4E-4G inh	-3[fluorescence artefact?]	3	0	-5	-2[fluorescence artefact?]	0	-1	6[fluorescence artefact?]
FXIa inh	-12	-2	-16	0	7	4	-4	7
p97 ATPase inh	0	-1	4	1	5	-2	0	2
hK5 inh	9	-4	2	-3	-22	x	x	-30

[17] CCOC(=O)C1=C(SCC)c2cc3c(n2C1=O)CCCC3
[18] COc1ccc(C(=O)NC(=S)N2CCOCC2)cc1OC
[19] Cc1cc([N+](=O)[O-])cc(/C=N\NC(=O)C2COc3ccccc3O2)c1O (configuration not stated)
[20] O=C(O)C1CSC(c2ccccc2Cl)N1C(=O)c1ccc(Cl)cc1 (configuration not stated)
[21] CC(=O)N1CCC(c2c[nH]c3ccccc23)CC1
[22] Cc1cc(C)cc(NC(=O)c2cc(C)nn2C)c1
[23] O=C1c2cccc3cccc(c23)C(=O)N1CCCN(C(=O)c1cccs1)c1cccc(F)c1
[24] Cc1ccc2c(c1)NCCO2
compound no.	17	18	19	20	21	22	23	24
MDM2 E3 inh	7	5	0	5	-2	-4	4	-4
14-3-3 Bad inh	-22	-5	-10	-3	-5	5	-12	37
Rad51 HR inh	4	4	10	x	7	x	-2	-13
FXIIa inh	5	4	6	9	11	5	10	3
Wee1 degr inh	-2	-4	-5	2	-3	2	1	-2
eIF4E-4G inh	1	3	4	8[fluorescence artefact?]	-3	3	0	-1
FXIa inh	3	-5	5	2	2	-2	17	-4
p97 ATPase inh	0	7	7	0	7	-1	2	9
hK5 inh	-11	5	8	-2	-3	-14	-7	-16

[25] O=C(NCc1ccc(F)cc1)C1CCCN(S(=O)(=O)c2cccnc2)C1 (configuration not stated)
[26] O=C1CN(C(=O)COc2ncnc3ccccc23)c2ccccc2N1
[27] CCN(CC)S(=O)(=O)c1ccc(OC)c(NC(=O)COc2ccccc2[N+](=O)[O-])c1
[28] C[C@@H]1C[C@H](Nc2ccccc2)c2ccccc2N1C(=O)c1cccnc1
[29] C=CCNC(=O)N[C@@H](Cc1ccccc1)C(=O)OC
[30] COc1ccccc1NC(=O)Cc1nn(C)c(=O)c2ccccc12
[31] CC(=O)Nc1cc(O)cc(O)c1
[32] Fc1ccc(-c2nnc(Cc3nnc(-c4ccc(F)cc4)o3)o2)cc1
compound no.	25	26	27	28	29	30	31	32
MDM2 E3 inh	-9	-15	x	8	-7	-12	x	-3
14-3-3 Bad inh	-2	1[fluorescence artefact?]	-5	-1	1	-3	19	5
Rad51 HR inh	5	-2	x	3	12	-2	8	-2
FXIIa inh	11	2	10	-2	8	3	4	7
Wee1 degr inh	-2	1	-1	-3	0	5	-1	5
eIF4E-4G inh	2	-2	-4	2	4	2[fluorescence artefact?]	1	2
FXIa inh	8	-10	0	2	1	3	0	-2
p97 ATPase inh	-2	4	6	-4	5	2	5	2
hK5 inh	-21	-7	x	0	-4	-3	-1	-2

11 compounds from above, ordered by molar mass, smallest number first.
[31] CC(=O)Nc1cc(O)cc(O)c1
[21] CC(=O)N1CCC(c2c[nH]c3ccccc23)CC1
[22] Cc1cc(C)cc(NC(=O)c2cc(C)nn2C)c1
[29] C=CCNC(=O)N[C@@H](Cc1ccccc1)C(=O)OC
[30] COc1ccccc1NC(=O)Cc1nn(C)c(=O)c2ccccc12
[26] O=C1CN(C(=O)COc2ncnc3ccccc23)c2ccccc2N1
[32] Fc1ccc(-c2nnc(Cc3nnc(-c4ccc(F)cc4)o3)o2)cc1
[28] C[C@@H]1C[C@H](Nc2ccccc2)c2ccccc2N1C(=O)c1cccnc1
[19] Cc1cc([N+](=O)[O-])cc(/C=N\NC(=O)C2COc3ccccc3O2)c1O (configuration not stated)
[25] O=C(NCc1ccc(F)cc1)C1CCCN(S(=O)(=O)c2cccnc2)C1 (configuration not stated)
compound no.	31	21	22	29	30	26	32	28	19	25
MDM2 E3 inh	x	-2	-4	-7	-12	-15	-3	8	0	-9
14-3-3 Bad inh	19	-5	5	1	-3	1[fluorescence artefact?]	5	-1	-10	-2
Rad51 HR inh	8	7	x	12	-2	-2	-2	3	10	5
FXIIa inh	4	11	5	8	3	2	7	-2	6	11
Wee1 degr inh	-1	-3	2	0	5	1	5	-3	-5	-2
eIF4E-4G inh	1	-3	3	4	2[fluorescence artefact?]	-2	2	2	4	2
FXIa inh	0	2	-2	1	3	-10	-2	2	5	8
p97 ATPase inh	5	7	-1	5	2	4	2	-4	7	-2
hK5 inh	-1	-3	-14	-4	-3	-7	-2	0	8	-21

[27] CCN(CC)S(=O)(=O)c1ccc(OC)c(NC(=O)COc2ccccc2[N+](=O)[O-])c1
compound no.	27
MDM2 E3 inh	x
14-3-3 Bad inh	-5
Rad51 HR inh	x
FXIIa inh	10
Wee1 degr inh	-1
eIF4E-4G inh	-4
FXIa inh	0
p97 ATPase inh	6
hK5 inh	x

The results go on:
[33] c1ccc2cc(OCCN3CCCC3)ccc2c1
[34] Oc1ccc(/C=N/Nc2ncc(Br)cn2)c(O)c1
[35] COc1ccc(NC(=O)c2ccc(-c3ccc(OC)cc3)s2)cc1
[36] COc1cc(NC(=O)C/C(C)=N/NC(=O)c2cccs2)c(OC)cc1Cl
[37] O=CN1CCN(C2CC(=O)N(c3ccc4c(c3)OCO4)C2=O)CC1 (configuration not stated)
[38] CN(Cc1ccccc1)C(=O)CN(Cc1ccccc1)S(C)(=O)=O
[39] C/C(Cn1nnc([N+](=O)[O-])n1)=N\NC(=O)c1ccccc1
[40] Cc1ccc(S(=O)(=O)c2c(CO)c(-c3ccccc3)nn2C)cc1
compound no.	33	34	35	36	37	38	39	40
MDM2 E3 inh	-16	-13	-8	-15	-16	7	-9	-9
14-3-3 Bad inh	23	-5	-3	-6	4	2[fluorescence artefact?]	10[fluorescence artefact?]	-10
Rad51 HR inh	1	-1	13	-1	-4	1	2	1
FXIIa inh	10	1	8	5	-7	4	15	4
Wee1 degr inh	-3	0	3	3	2	-2	3	-5
eIF4E-4G inh	4	0	-6	-2	4	-7	2	2
FXIa inh	-4	-6	-3	-1	-2	1	-2	-3
p97 ATPase inh	6	-3	-2	8	3	-7	4	2
hK5 inh	-5	-66	-1	15	-4	-9	-28	-4

[41] O=C(c1ccc(S(=O)(=O)c2ccc(Cl)cc2)cc1)N1CCOCC1
[42] COc1ccc(CN2C3CCCC2CC(NC(=O)Nc2cccc(C)c2)C3)cc1 (configuration not stated)
[43] CCOc1ccc(CC(=O)NNC(=S)Nc2ccccc2)cc1Br
[44] Cc1cc(C(=O)CSc2nncs2)c(C)n1-c1ccc2c(c1)OCO2
[45] Cc1ccc(-c2c3c(=O)n(C)c(=O)n(C)c3cn2CCCN2CCOCC2)cc1
[46] N#C/C(=C/c1ccc(F)cc1)S(=O)(=O)c1ccccc1
[47] CCC1SC(C)C/C(=N/NC(N)=O)C1C (configuration not stated)
[48] CN1CCNC(=O)C1CC(=O)O (configuration not stated)
compound no.	41	42	43	44	45	46	47	48
MDM2 E3 inh	-2	-1	-21	-8	-20	-10	-29	-5
14-3-3 Bad inh	-3	16	4	-10	7	4	5	0[fluorescence artefact?]
Rad51 HR inh	5	-1	-10	10	3	-26	-2	-7
FXIIa inh	5	8	5	18	-14	4	7	9
Wee1 degr inh	-4	-3	1	-2	-2	0	-2	2
eIF4E-4G inh	1	3	4	-16	2	4	0	2[fluorescence artefact?]
FXIa inh	-6	1	8	6	-5	6	0	3
p97 ATPase inh	4	-1	2	1	2	9	3	-3
hK5 inh	-6	-6	-213	-13	0	5	0	-8

[49] CCCn1c(CCC(=O)O)nc2cc(S(=O)(=O)N3CCCC3)ccc21
[50] Cc1cccc(-n2c(SCc3cc(=O)n4c(C)cccc4n3)nc3[nH]ncc3c2=O)c1
[51] CCCCN(C)C(=S)Nc1ccc2nc(N3CCN(CC)CC3)cc(C)c2c1
[52] CC1CCCN(C(c2cccs2)c2nnnn2Cc2ccccc2)C1 (configuration not stated)
[53] COc1cc(NC(=O)Nc2cccc(Cl)c2)c(C(=O)O)cc1OC
[54] CCN(C(=O)COC(=O)c1ccc(Br)o1)C1CCCCC1
[55] O=C(Cn1cc(C(=O)c2cccs2)c2ccccc21)NC1CCCCC1
[56] COc1ccccc1CNC(=O)COC(=O)CCC(=O)c1cccs1
compound no.	49	50	51	52	53	54	55	56
MDM2 E3 inh	x	-1	-3	-12	-8	-15	-12	-4
14-3-3 Bad inh	-4	20	-6	53[fluorescence artefact?]	-7	6	-10[fluorescence artefact?]	-1
Rad51 HR inh	-4	x	3	-3	x	3	3	-20
FXIIa inh	6	11	5	10	8	12	-3	8
Wee1 degr inh	2	-1	1	7	-1	-1	-2	2
eIF4E-4G inh	-9	-1	1	3	-2	1	-13	2
FXIa inh	-1	7	-3	0	4	5	25	-2
p97 ATPase inh	1	6	2	-2	8	0	-1	-1
hK5 inh	0	-13	0	-8	3	2	-23	-1
